# SRC2 inh = inhibits human steroid receptor coactivator 2; Q15596; inhibition, % at 9 µM; HEK293 GAL4-SRC2 luciferase reporter, luminescence; hit rate 0.17% among 370,000; AID 651957;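 active means inhibition above the mean inhibition of all tested compounds plus 3 SD, set per campaign, cut at about 52% in these data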;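 further: 0% = DMSO treated cells and 100% = cells given Gossypol at 36 µM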
# NR2F2 inh = inhibitors of human COUP-TFII (NR2F2); P24468; HEK293T NGFI-A luciferase reporter, luminescence; inhibition, % at 8.6 µM; hit rate 0.7% among 370,000; AID 686940;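 active means inhibition above a per-plate cutoff, mean inhibition of test wells between control levels plus 3 SD, cut at about 38% in these data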;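 further: cells cotransfected with COUP-TFII expression vector driving the NGFI-A reporter; 0% = median of COUP-TF2 test wells and 100% = reporter-only cells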
# Target sequence (P24468 whole entry, looked up): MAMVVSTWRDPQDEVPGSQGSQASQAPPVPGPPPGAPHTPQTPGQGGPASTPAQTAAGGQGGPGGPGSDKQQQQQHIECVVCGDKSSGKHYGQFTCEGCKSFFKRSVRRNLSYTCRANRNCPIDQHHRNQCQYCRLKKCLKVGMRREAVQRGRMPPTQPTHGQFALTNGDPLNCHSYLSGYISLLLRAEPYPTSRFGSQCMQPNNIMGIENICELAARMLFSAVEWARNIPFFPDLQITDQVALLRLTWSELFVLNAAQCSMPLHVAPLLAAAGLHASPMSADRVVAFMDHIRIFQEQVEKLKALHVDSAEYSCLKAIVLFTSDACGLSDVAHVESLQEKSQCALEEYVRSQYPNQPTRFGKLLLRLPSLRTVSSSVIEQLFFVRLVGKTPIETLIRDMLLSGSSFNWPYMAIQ
# Active calls of the source: *. Some of the compounds tested; count on the stated rates, not on these rows.
# The line under a structure holds: SRC2 inh	NR2F2 inh
(1) CN1C[C@]2(C=C3CCCCC3n3c(=O)n(-c4ccccc4)c(=O)n32)N(C(=O)OCc2ccccc2)C1=NC(=O)c1ccccc1 (stereo not given in full)
→ -2	1
(2) CCCCOCCCNC(=O)C[C@H]1C[C@@]2(C(=O)OC)C(=C[C@H](C3CCCC3)O[C@@H]2C)N(Cc2ccccc2)C1=O
→ 13	0
(3) N#CCC[C@H]1CC[C@]2(CCCN(C(=O)c3ccco3)C2)O1
→ 5	-4
(4) NC(=O)c1c(N)[nH]c(C(=O)c2ccccc2)c1-c1ccc(Br)cc1
→ -11	6
(5) COC(=O)C(C[N+](=O)[O-])C1=C(O)CC(C)(C)CC1=O (stereo not given)
→ 10	-7
(6) CC(C)CNC(=O)OCc1cn(Cc2ccc(F)c(F)c2)nn1
→ -10	-15
(7) O=C(N1CCOCC1)N1CC[C@H]2[C@H](CCCN2Cc2ccc(F)cc2)C1
→ -11	7
(8) Cc1noc(C)c1NC(=O)N(C)C[C@H]1OCc2cn(nn2)CCCC(=O)N([C@H](C)CO)C[C@@H]1C
→ -14	-4
(9) CCOC(=O)[C@@]12CCCC3=C1N(CCC3)C(=O)[C@H]2CC(=O)NCCc1ccccc1OC
→ -5	14
(10) COc1ccccc1-n1cnnc1SCC(=O)Nc1cccc(S(=O)(=O)N2CCCCC2)c1
→ 7	33
(11) O=C1c2ccccc2C(O)(Cc2ccccc2)N1C1CCCCC1 (stereo not given)
→ -2	8
(12) COC(=O)[C@]12C[C@H](CC(=O)N3CCCC3)C(=O)N(CCC3=CCCCC3)C1=C[C@H](C1CCCC1)O[C@@H]2C
→ 26	3
(13) CCOC(=O)C1(Cc2ccccc2)CCN(Cc2ccnc3ccccc23)CC1
→ 35	47*
(14) CN[C@H]1C[C@@H](c2ccccc2Br)N(C(C)=O)C[C@H]1CO
→ 9	4
(15) CN1CCc2nc(SCc3ccc(Cl)cc3)c(C#N)c(-c3cccs3)c2C1
→ -39	-6

# The list goes on:
# The line under a structure holds: SRC2 inh	NR2F2 inh
(16) CCCNC(=O)N1CC[C@H]2[C@@H]1c1cc(-c3ccc(F)cc3)ccc1N(C)[C@H]2CO
→ 6	-12
(17) CN(C)c1ccc(N(C)C)c(C(O)(c2ccccc2)c2ccccc2)c1
→ -15	16
(18) COC(=O)[C@]12CCCCC=C1N(Cc1ccc(OC)cc1)C(=O)[C@@H]2CC(=O)NCc1cccc(C(F)(F)F)c1
→ -8	7
(19) COC(=O)N[C@H]1CC=C[C@@H]1Cc1cccc(Oc2ccccc2)c1
→ -14	-5
(20) CC(=O)Nc1ccc(/C=N\NC(=O)c2cccc(S(=O)(=O)N(C)C)c2)cc1
→ 2	5
(21) COC(=O)C1=C(C)N(C)C(=NCc2ccc(C(F)(F)F)cc2)NC1c1ccccc1C(F)(F)F (stereo not given)
→ -12	8
(22) C[n+]1cc2c3c(ccc2c2ccc4cc5c(cc4c21)OCO5)OCO3
→ 87*	106*
(23) CCOC(=O)[C@@]12CCCC=C1N(CCc1ccc(Cl)cc1)C(=O)[C@H]2CC(=O)N1CCCC1
→ 8	44*
(24) Cc1cc(-c2cc(NC(=O)Cc3c(C)[nH]c4ccccc34)ccc2N(C)c2cccnc2)ccc1F
→ 1	7
(25) O=C(CCCn1c(=O)c2ccccc2n(Cc2cccc(F)c2)c1=O)NC1CCN(Cc2ccccc2)CC1
→ 15	-15
(26) CCOC(=O)[C@@H](CCc1ccccc1)N[C@@H](C)C(=O)N1CCC[C@H]1C(=O)O
→ -15	1
(27) C=CCN1[C@@H](C)[C@H](c2ccccc2)Oc2cccc(N3CCCC(C)C3)c2S1(=O)=O (stereo not given in full)
→ 3	6
(28) CC(C)(C)C(=O)c1c(N)[nH]c(C(=O)c2ccccc2)c1-c1ccccc1
→ 1	3
(29) O=S1(=O)c2cc(Cl)ccc2N2CC[C@H](C2)N1Cc1ccc(Cl)c(Cl)c1
→ -15	-7
(30) CCOC(=O)c1ccc(NC(=O)Nc2cc(C)cc(C)n2)cc1
→ -20	1

# 17 entries out of the list, arranged by length of the SMILES, rising:
# The line under a structure holds: SRC2 inh	NR2F2 inh
(11) O=C1c2ccccc2C(O)(Cc2ccccc2)N1C1CCCCC1 (stereo not given)
→ -2	8
(30) CCOC(=O)c1ccc(NC(=O)Nc2cc(C)cc(C)n2)cc1
→ -20	1
(5) COC(=O)C(C[N+](=O)[O-])C1=C(O)CC(C)(C)CC1=O (stereo not given)
→ 10	-7
(19) COC(=O)N[C@H]1CC=C[C@@H]1Cc1cccc(Oc2ccccc2)c1
→ -14	-5
(15) CN1CCc2nc(SCc3ccc(Cl)cc3)c(C#N)c(-c3cccs3)c2C1
→ -39	-6
(7) O=C(N1CCOCC1)N1CC[C@H]2[C@H](CCCN2Cc2ccc(F)cc2)C1
→ -11	7
(28) CC(C)(C)C(=O)c1c(N)[nH]c(C(=O)c2ccccc2)c1-c1ccccc1
→ 1	3
(20) CC(=O)Nc1ccc(/C=N\NC(=O)c2cccc(S(=O)(=O)N(C)C)c2)cc1
→ 2	5
(26) CCOC(=O)[C@@H](CCc1ccccc1)N[C@@H](C)C(=O)N1CCC[C@H]1C(=O)O
→ -15	1
(16) CCCNC(=O)N1CC[C@H]2[C@@H]1c1cc(-c3ccc(F)cc3)ccc1N(C)[C@H]2CO
→ 6	-12
(21) COC(=O)C1=C(C)N(C)C(=NCc2ccc(C(F)(F)F)cc2)NC1c1ccccc1C(F)(F)F (stereo not given)
→ -12	8
(23) CCOC(=O)[C@@]12CCCC=C1N(CCc1ccc(Cl)cc1)C(=O)[C@H]2CC(=O)N1CCCC1
→ 8	44*
(8) Cc1noc(C)c1NC(=O)N(C)C[C@H]1OCc2cn(nn2)CCCC(=O)N([C@H](C)CO)C[C@@H]1C
→ -14	-4
(18) COC(=O)[C@]12CCCCC=C1N(Cc1ccc(OC)cc1)C(=O)[C@@H]2CC(=O)NCc1cccc(C(F)(F)F)c1
→ -8	7
(12) COC(=O)[C@]12C[C@H](CC(=O)N3CCCC3)C(=O)N(CCC3=CCCCC3)C1=C[C@H](C1CCCC1)O[C@@H]2C
→ 26	3
(2) CCCCOCCCNC(=O)C[C@H]1C[C@@]2(C(=O)OC)C(=C[C@H](C3CCCC3)O[C@@H]2C)N(Cc2ccccc2)C1=O
→ 13	0
(1) CN1C[C@]2(C=C3CCCCC3n3c(=O)n(-c4ccccc4)c(=O)n32)N(C(=O)OCc2ccccc2)C1=NC(=O)c1ccccc1 (stereo not given in full)
→ -2	1

# Remaining list, next part
# The line under a structure holds: SRC2 inh	NR2F2 inh
(31) COc1cccc(N2CCN(C(=O)CCn3nnc4ccccc43)CC2)c1
→ 16	4
(32) COc1ccc(S(=O)(=O)C(C#N)c2nc3ccccc3nc2N2CCC(C)CC2)cc1 (stereo not given)
→ -19	-2
(33) COc1cccc(N2CCN(C(=O)COc3cc(=O)n(C)c4ccccc34)CC2)c1
→ -3	-13
(34) COC(=O)[C@]12C[C@H](CC(=O)NCc3cccc4ccccc34)C(=O)N(Cc3ccc4c(c3)OCO4)C1=C[C@H](COCc1ccccc1)O[C@@H]2C
→ -4	-12
(35) O=C(Nc1cccc(F)c1)OC1CC2CC1[C@H]1CCCCN1[C@H]2Cc1ccccc1 (stereo not given in full)
→ 13	15
(36) Cc1cc(C)cc(NC(=O)OC2CC3CC2[C@H]2CCCCN2[C@H]3C)c1 (stereo not given in full)
→ -3	12
(37) O=C(O)C(=Cc1ccc([N+](=O)[O-])cc1)c1ccccc1
→ -10	1
(38) Cc1sc2nc(SCC(=O)c3ccc(O)c(O)c3)n(C)c(=O)c2c1C
→ -3	-6
(39) OCc1ccccc1OCc1ccccc1
→ -28	-9
(40) CCCS(=O)(=O)N1CCN(S(=O)(=O)c2ccccc2[N+](=O)[O-])CC1
→ -18	7
(41) CC(COc1cc(F)cc(C#N)c1)CN1CCC(C(O)(c2ccccc2)c2ccccc2)CC1 (stereo not given)
→ -2	0
(42) Cc1ccc2nc(-c3ccc(NC(=O)CSc4nnc(Cc5cccs5)n4C)cc3)sc2c1
→ -9	-3
(43) O=C(OCc1cn(Cc2cccc(F)c2)nn1)N1CCOCC1
→ 26	9
(44) CC(=O)N1CCc2cc(S(=O)(=O)NCCC(=O)N(C)Cc3ccccc3F)ccc21
→ 19	7
(45) Fc1ccc(-c2cc(-c3nnc4sc(-c5cccs5)nn34)[nH]n2)cc1
→ -22	1

# (next part)
# The line under a structure holds: SRC2 inh	NR2F2 inh
(46) CCC(C)NC(=O)CN1C(=O)C2CCCCN2C(=O)c2ccccc21 (stereo not given)
→ -8	-24
(47) CCC(CO)Nc1cccc2c1S(=O)(=O)N(Cc1cn(Cc3cccc(C(F)(F)F)c3)nn1)Cc1ccccc1O2 (stereo not given)
→ 17	4
(48) CC(=O)CC[C@@H]1CC[C@]2(CCCN(C(=O)c3ccco3)C2)O1
→ 8	8
(49) O=C(CN1C(=O)CCSc2ccccc21)Nc1ccc(F)cc1F
→ -10	-1
(50) Cc1ccc(-n2c(SCC(=O)Nc3ccc(S(=O)(=O)Nc4nccs4)cc3)nnc2-c2cccnc2)cc1
→ -2	9
(51) O=C(/C=C(\Nc1cccc(Cl)c1F)c1ccccc1)c1ccccc1
→ -27	-10
(52) O=C(CSc1nnc(-c2cccc(Cl)c2)n1Cc1ccco1)Nc1ccc(OCc2ccccc2)cc1
→ -37	-15
(53) Cc1ccc(-c2nc(C3CCCN(S(=O)(=O)c4ccccc4)C3)no2)cc1 (stereo not given)
→ -10	-3
(54) COC(=O)[C@]12C[C@H](CC(=O)NCC3CCCCC3)C(=O)N(Cc3ccccc3)C1=C[C@H](C1CCCC1)O[C@@H]2C
→ -36	0
(55) O=C(NCCCN1CCN(c2ccc(F)cc2)CC1)NCc1ccccc1
→ 15	13
(56) COc1ccc(-n2c(COc3ccc(Cl)cc3)nnc2SCC(=O)Nc2ccc(Oc3ccccc3)cc2)cc1
→ -35	-2
(57) Cc1ccccc1Cn1cc(CN2[C@H](C)COc3cc(Br)ccc3S2(=O)=O)nn1
→ 10	16
(58) C[C@H]1Cn2cnc(C(=O)N3CCN(C(=O)OC(C)(C)C)CC3)c2C(=O)N1
→ 8	4
(59) O=C1N2Cc3ccccc3C2CS(=O)(=O)N1C1CCCC1 (stereo not given)
→ 11	-12
(60) O=C(c1ccc(F)cc1)n1ccc2ccc(-c3ccc4ccn(Cc5ccccc5)c4c3)cc21
→ -39	-4

# Records above marked active in SRC2 inh:
# The line under a structure holds: SRC2 inh	NR2F2 inh
(22) C[n+]1cc2c3c(ccc2c2ccc4cc5c(cc4c21)OCO5)OCO3
→ 87*	106*

# Later entries:
# The line under a structure holds: SRC2 inh	NR2F2 inh
(61) COC(=O)[C@H](C)NC(=O)[C@H](CC(C)C)NC(=O)OC(C)(C)C
→ 10	7
(62) CC(C)C[C@H]1COc2cc(N3CCOCC3)ccc2S(=O)(=O)N1
→ -12	15
(63) COC(=O)[C@]12C[C@H](CC(=O)NCc3cccs3)C(=O)N(Cc3ccco3)C1=C[C@H](C(C)(C)C)O[C@@H]2C
→ -43	-8
(64) CCCCCCN1CCS(=O)(=O)N(Cc2ccc(Cl)cc2)C(C(=O)OC)C1 (stereo not given)
→ 6	13
(65) CC(C)(C)c1ccc(-c2nnc(SCC(=O)Nc3ccc(S(=O)(=O)Nc4nccs4)cc3)n2Cc2ccco2)cc1
→ -6	2
(66) CC(C)CCNC(=O)c1ccc(Cl)c(NC(=O)c2ccccc2F)c1
→ 12	29
(67) COC(=O)c1cc2c(c3c4ccccc4n(S(=O)(=O)c4cccc(C)c4)c13)C(=O)N(Cc1ccccc1)C2
→ -13	21
(68) C[C@@H](N)P(=O)(O)C[C@H](Cc1ccccc1)C(=O)O
→ 11	-10
(69) O=C(N[C@H](C(=O)N1CCC[C@H]1C(=O)NCCc1ccccc1Cl)c1ccccc1)C1CC1
→ -15	1
(70) C=CC[C@@H]1NN2C(=O)[C@@H](CCCC)[C@@H]3c4cc5ccccc5cc4C=NN3[C@@H]2c2cc3ccccc3cc21
→ -3	19
(71) CCOc1ccc(NC(=O)CSc2nc3nc4c(cc3c(=O)n2CC)COC(C)(C)C4)cc1
→ -18	-4
(72) CCOC(=O)COn1c(=O)c(-c2ccc(OC)c(OC)c2)[n+]([O-])c2ccccc21
→ -24	4
(73) CCCCCCC(=O)NC1CCCCN(Cc2ccc(C)cc2)C1=O (stereo not given)
→ 3	-15
(74) CCc1ccccc1-c1cc(C(=O)OC)c2n(c1=O)CCC2
→ -2	17
(75) COC(=O)[C@]12C[C@H](CC(=O)N3CCCC3)C(=O)N(Cc3ccc4c(c3)OCO4)C1=C[C@H](C(C)(C)C)O[C@@H]2C
→ -5	-2

# The results go on:
# The line under a structure holds: SRC2 inh	NR2F2 inh
(76) COc1ccc(CN2C(=O)[C@]3(NCCc4c3[nH]c3ccc(OC)cc43)c3cc(Br)ccc32)cc1
→ 7	20
(77) CN1CCCCC(NC(=O)c2ccc(Cl)cc2Cl)C1=O (stereo not given)
→ -30	2
(78) C[C@H](CO)N1C[C@H](C)[C@H](CN(C)C(=O)Nc2cccc(F)c2)OCc2cnnn2CCCC1=O
→ 2	-2
(79) CC(=O)N1CCc2c1cccc2S(=O)(=O)NC(CC(C)C)C(=O)Nc1ccc(F)cc1Cl (stereo not given)
→ -1	22
